PDI turbidity – inhibitors of human PDI, primary screen, biochemical, turbidity, single point, plate reader. Protein disulfide-isomerase (Homo sapiens), P07237. PDI insulin aggregation turbidity, A650, 90 min. inhibition, % at 10 µM. 350,000 tested, 0.052% active. AID 588391, 2011;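 active means mean inhibition across replicates of 30% or more, whatever share of single replicates reach that level; inconclusive means mean inhibition below 30% while every single replicate reaches 30%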;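 further: absorbance from insulin aggregation driven by PDI reduction with DTT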
Target sequence (P07237 whole entry, looked up): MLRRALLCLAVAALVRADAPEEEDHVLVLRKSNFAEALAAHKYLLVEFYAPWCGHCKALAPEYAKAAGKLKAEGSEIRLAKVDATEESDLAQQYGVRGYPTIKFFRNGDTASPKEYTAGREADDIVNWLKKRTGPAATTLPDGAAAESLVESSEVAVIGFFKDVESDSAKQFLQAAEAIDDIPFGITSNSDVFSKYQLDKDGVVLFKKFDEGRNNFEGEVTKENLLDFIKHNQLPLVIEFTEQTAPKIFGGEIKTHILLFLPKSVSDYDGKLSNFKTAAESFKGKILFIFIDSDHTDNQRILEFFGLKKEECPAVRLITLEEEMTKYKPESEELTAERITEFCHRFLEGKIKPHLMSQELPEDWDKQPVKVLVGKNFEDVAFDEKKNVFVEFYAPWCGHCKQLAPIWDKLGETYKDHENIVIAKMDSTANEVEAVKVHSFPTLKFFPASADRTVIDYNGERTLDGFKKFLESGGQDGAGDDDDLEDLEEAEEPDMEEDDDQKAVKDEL
Peg3 prom inh – Peg3 promoter-driven luciferase inhibitors, primary screen, cell-based, HeLa, luciferase luminescence; 360,000 tested, 1.7% active; AID 588405, 2011; inhibition, % at 20 µM; HeLa PEG-Prom luciferase reporter, overnight;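 active means inhibition of at least 50% at 20 µM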
hiPSC survival – enhancers of single-cell hiPSC survival, primary screen, ATPlite luminescence. 100% = ROCK inhibitor wells, 0% = DMSO. survival enhancement, % at 20 µM. 360,000 tested, 0.044% active. AID 602274, 2012; in the data active means survival enhancement above about 18%;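 further: cells exposed to compounds for 16 hours before the ATP read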
aDG glyco up – activators of alpha-DG glycosylation, primary screen, uHTS, Pro5-aDG cells, AlphaScreen; alpha-DG glycosylation AlphaScreen (IIH6); 0% Pro5, 100% B10-LARGE cell signal; activation, % at 10 µM; 360,000 tested, 0.22% active; AID 624168, 2012;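 active means activation of at least 8% versus controls, or a plate z-score of at least 8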;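 further: Pro5 are CHO cells carrying HIG-tagged alpha-DG that lacks glycosylation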
HIF-2a block – HIF-2a reporter inhibitors, primary screen, luminescence, 786-0 RCC cells. 360,000 tested, 0.72% active. 786-0 RCC cells HIF-2a reporter, luciferase luminescence, overnight. inhibition, % at 18.8 µM;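 active means inhibition of the luminescence signal of 40% or more relative to plate controls, in a single-dose primary screen at 18.75 µM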
Exocytosis inh – LAMP-1 surface exposure blockers, TALL-104 cells – cell-based, flow cytometry, MLPCN library, primary screen; inhibition, % at 10 µM; 360,000 tested, 0.66% active; AID 651702, 2012; TALL-104 LAMP-1 surface exposure; cells stimulated with thapsigargin and PMA;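 active means inhibition above about 55%, limit read from the data; inconclusive means no clear call, values can overlap the other calls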
NR2E3 ag-1 – NR2E3 agonists in two-hybrid cells, primary screen, cell-based, luminescence, CHO-S, Gal4-NCOR/VP16-NR2E3 | Photoreceptor-specific nuclear receptor (Homo sapiens), Q9Y5X4 | luciferase | inhibition of corepressor binding, % at 3.98 µM | 360,000 tested, 0.35% active | AID 602229, 2012;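 active means inhibition above the mean of all tested compounds plus 3 SD, cut at about 70% in these data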;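 further: 0% = DMSO with NR2E3 transfected cells and 100% = cells lacking NR2E3 construct; higher means lower luciferase signal from less NR2E3 corepressor binding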
Target sequence (Q9Y5X4 whole entry, looked up, the tested form may be a part): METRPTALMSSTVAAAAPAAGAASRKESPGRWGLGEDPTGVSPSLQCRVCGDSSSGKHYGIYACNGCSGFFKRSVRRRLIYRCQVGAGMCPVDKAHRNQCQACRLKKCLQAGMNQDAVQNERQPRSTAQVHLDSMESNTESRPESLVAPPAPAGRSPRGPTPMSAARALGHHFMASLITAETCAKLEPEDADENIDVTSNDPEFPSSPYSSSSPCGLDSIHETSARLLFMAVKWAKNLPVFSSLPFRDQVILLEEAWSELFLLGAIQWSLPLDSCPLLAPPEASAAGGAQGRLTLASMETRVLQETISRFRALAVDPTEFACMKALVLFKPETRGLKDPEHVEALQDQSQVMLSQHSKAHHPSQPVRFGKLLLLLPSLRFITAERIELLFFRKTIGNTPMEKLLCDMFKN
NR2E3 ag-2 – inhibitors of NR2E3-RetCOR corepressor binding, primary screen, NR2E3 agonist project, biochemical, TR-FRET, GST-NR2E3, biotin-RetCOR | AID 2300, 2010 | 1536-well | 320,000 tested, 0.12% active | Photoreceptor-specific nuclear receptor (Homo sapiens), Q9Y5X4 | inhibition of corepressor binding, % at 4.78 µM;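 active means percent inhibition above the cutoff of mean plus 3 SD of all tested compounds, set per screening campaign, cut at about 20% in these data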;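 further: 0% = DMSO wells and 100% = biotin wells as full block of FRET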
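Assay system: NR2E3–RetCOR corepressor complex. Quantity: 1.35 nM GST-NR2E3. Buffer or medium: pH 7.5 Tris-based buffer. Reagent: biotinylated RetCOR corepressor at 7 nM final. Schedule: 5 h at 4 °C. Detection: TR-FRET, emission read at 617 and 671 nm. Replicates: one well per compound, singlicate testing.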
TRPM1 prom inh – inhibitors of MITF-dependent TRPM1 promoter reporter, primary screen, cell-based, SK-MEL-5, single point, luciferase; inhibition, % at 12.5 µM; 330,000 tested, 0.83% active; SK-MEL-5 TRPM1 promoter luciferase, 24 h;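 active means mean inhibition across replicates of 60% or more, whatever share of single replicates reaches that level; inconclusive means some that reach 60%, reason not given; inactive means mean inhibition across replicates below 60%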; further: values of inactives mirror those of a sister screen read the other way
CaV13 FRET inh – Disruptors of the CACNA1D IQ motif to Ca2+-dependent inactivation inhibitor domain association, primary screening, Förster resonance energy transfer in intact living … | HEK cells, CFP/YFP FRET ICDI-IQ, plate reader, 10 min; percent FRET-ratio fall versus neutral wells | inhibition, % at 12.3 µM | 340,000 tested, 0.098% active;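 active means mean replicate inhibition of at least 30% and at least 1% of replicates passing that level; inconclusive means only one of the two criteria is met; inactive means neither criterion is met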;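 further: 0% = median of the neutral control wells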
Vif imaging – HIV Vif self-association inhibitors, primary screen, imaging, HEK293T, single point | HEK293T cells, Vif self-association by quenched fluorescence, 24 h | inhibition, % at 7.49 µM | 340,000 tested, 0.35% active | AID 602346, 2012; in the data active means inhibition above about 50%, passing the limit was not always enough; inconclusive means no clear call, values can overlap the other calls; inactive means below about 31%; further: some results filed as inactive read as strong as hits
* hit, by the source's call; ? = inconclusive; · = no result given.

SMILES	PDI turbidity	Peg3 prom inh	hiPSC survival	aDG glyco up	HIF-2a block	Exocytosis inh	NR2E3 ag-1	NR2E3 ag-2	TRPM1 prom inh	CaV13 FRET inh	Vif imaging
CCOC(=O)C1CCCN(C(=O)C2CCCN(S(=O)(=O)c3ccc4c(c3)oc(=O)n4C)C2)C1 (stereo unspecified)	-11	10	1.4	0.4	5	10	-19	3	-12	-6	0
CCN(CC)CCN(C(=O)Cn1nnc(-c2ccc(C)o2)n1)C(C(=O)NC1CCCC1)c1ccc(F)cc1 (stereo unspecified)	-4	4	-0.8	-0.2	12	8	-16	·	5	-3	-3
COc1cc2c(cc1OC)CN(S(=O)(=O)c1ccc(Cl)nc1)CC2	-3	14	-0.2	-0.1	4	4	21	·	-1	-2	-10
CN(CCOc1ccc(Cl)cc1)C(=O)Cc1ccc(S(=O)(=O)N2CCOCC2)s1	-50	5	-0.2	0.1	4	12	12	3	0	-2	-3
CC(C)CCCN1CCN=C1Nc1ccccc1	6	-12	-1.6	-0.2	12	8	-4	2	-9	-9	-3
Cc1ccc(NC(=O)CN2C(=O)N/C(=C/c3ccc(C)o3)C2=O)cc1	-16	-4	0.8	-0.1	-3	19	-1	3	-11	·	5
Cc1ccc(S(=O)(=O)NCCC(=O)NCC(c2cccs2)N(C)C)cc1C (stereo unspecified)	6	10	-1.4	0.0	13	-8	4	1	-1	-1	-10
COc1cc(OC)c(NS(=O)(=O)c2ccc3c(c2)NC(=O)CO3)cc1Cl	4	17	-0.2	0.7	9	-5	-4	-3	2	-5	9
COc1ccc(N2CCN(C(=O)CSc3nnc(C)c(=O)[nH]3)CC2)cc1	2	-69	1.2	0.3	6	5	20	1	-6	·	8
Cc1ccc(-c2csc(NC(=O)CSc3ncn(-c4ccccc4)n3)n2)cc1	1	-61	1.8	-0.1	-107	0	-50	-1	2	-6	·
CC(C)(C)C(=O)N1N=C(c2ccc(NS(C)(=O)=O)cc2)CC1c1cccs1 (stereo unspecified)	-8	21	3.2	-0.1	-5	1	6	0	-15	-4	8
CC(C)(C)NC(=O)CSc1nc2ccc(Nc3nc(N4CCOCC4)nc(N4CCOCC4)n3)cc2s1	-8	37	1.3	-0.3	32	-8	-22	1	-5	-8	-13
Cc1cnc(CNC(=O)CC2C(=O)NCCN2Cc2ccccc2C(F)(F)F)cn1 (stereo unspecified)	0	3	-0.2	-0.2	15	-1	-50	-2	5	-3	5
Cc1ccc(C2=NC(C)(C)N=C2SCC(=O)Nc2ccc(Cl)cc2)cc1	-9	12	-2.4	1.1	27	0	-6	1	5	-4	3
CCn1ncc(/C=N\NC(=O)Cc2ccc([N+](=O)[O-])cc2)c1C	-8	-5	-0.7	0.0	-2	0	-6	2	-6	-10	8
Cc1cc(F)ccc1-c1cc(C(=O)N2CCN(c3ccncc3)CC2)[nH]n1	2	9	0.3	0.2	12	4	-7	·	·	-5	6
COc1ccc(-c2ccnc3cc(C(=O)O)nn23)cc1	-1	-1	-1.8	0.0	14	-2	-12	4	2	-4	5
O=C(NCc1ccco1)c1ccc2c(c1)OCCO2	0	-53	-0.3	0.3	-63	-5	-30	0	-4	·	·
COc1cccc(CNc2ccc3[nH]c(=O)[nH]c3c2)c1OCc1ccc(F)cc1	2	13	0.4	-0.1	13	27	-4	·	12	-6	-5
O=C(CSc1nnc(Cc2csc(Nc3cccc(Cl)c3)n2)o1)N1CCc2ccccc21	0	8	7.0	0.0	-25	4	-6	3	8	·	-5
CCOC(=O)c1c(CN2CCN(C)CC2)oc2ccc(O)cc12	3	16	-0.1	-0.3	27	-2	4	-1	2	-3	0
O=C(N/N=C/c1cccc(F)c1)c1c(O)c2c([nH]c1=O)CCCC2	-5	-245	-1.6	0.2	-193	3	-48	-2	-41	-21	1
CC(C)NC(=O)CCc1nc2cccnc2n1-c1ccccc1	-2	11	1.1	-0.2	12	0	-8	1	-2	-3	-6
Oc1c(Br)cc(Br)cc1CNc1cnc2ccccc2c1	0	21	-0.7	0.1	8	6	-22	-1	1	-11	-11
COc1ccccc1NC(=O)NCCN1C(=O)C2C3C=CC(C3)C2C1=O (stereo unspecified)	·	-4	3.6	-0.1	2	-2	-15	1	3	-2	-2
Brc1ccccc1OCCNCc1ccccc1	3	-64	-0.6	0.4	-97	-1	-24	3	-18	-4	3
CCOC(=O)c1[nH]c2ccccc2c1NC(=O)c1ccc(S(=O)(=O)N(C)C)cc1	5	21	-0.3	-0.3	6	-2	0	0	12	-6	13
O=C(NNc1ccc(Cl)cc1)C1CCC1	4	2	-0.3	0.0	10	14	-12	5	7	-4	0
Cc1c(NC(=O)c2cc3nc(-c4ccccc4)cc(C)n3n2)c(=O)n(-c2ccccc2)n1C	0	16	-0.2	0.0	9	-5	-10	1	-2	3	·
O=C(NCCc1ccccc1)c1cnc2ccccc2n1	2	-257	0.4	0.0	-164	44	-119	-1	-82	-20	-7
COc1ccccc1CCNC(=O)c1ccc(Br)s1	1	-112	-0.3	0.3	-134	-6	-89	4	-45	·	·
Cc1ccc(C)c(OCc2cc(C(=O)NC3CCN(Cc4ccccc4)CC3)no2)c1	-4	23	-0.6	1.4	-44	2	0	-1	-41	-5	-3
CC(NCC(O)COc1ccccc1)C1COc2ccccc2O1 (stereo unspecified)	-6	26	-0.2	0.0	8	-4	-8	-1	-1	-3	-6
CCCCCOc1ccc(OC(=O)c2ccncc2)cc1	11	-26	5.3	-0.1	-45	3	2	-2	-20	-8	9
O=c1c(-c2ccc(Cl)cc2)cnc2n1CCS2	0	-113	-0.3	0.0	-132	0	-25	1	-39	4	0
COC(=O)CCC(=O)NNC(=O)c1cccc(Cl)c1	5	-12	1.1	0.0	8	-3	6	6	7	-12	?
COC(=O)[C@@]1(Cc2ccc(OC)cc2)[C@H]2c3cc(C(=O)N4CCCC4)n(Cc4ccc(C)c(F)c4F)c3C[C@H]2CN1C(=O)c1ccccc1	·	·	0.1	0.0	-22	17	-7	·	·	-9	·
O=C(COC(=O)CC1CCCC1)Nc1ccc(Br)cc1F	-10	6	4.1	0.0	11	-1	-20	·	11	-6	3
O=C1C2CC=CCC2C(=O)N1c1ccc(NCCc2ccccc2)c([N+](=O)[O-])c1 (stereo unspecified)	7	-68	-2.0	0.5	-106	-11	-23	-1	-34	-20	0
Cc1ccc(NC(=O)CN(C)C(=O)COc2ccc(C(=O)c3ccc(F)cc3)cc2)cc1	8	15	10	0.3	9	-5	34	1	-4	-7	8
CN(Cc1nc2ccccc2n1C)c1ccccc1	-10	-12	1.3	0.0	-34	2	-13	0	10	-21	3
COc1cccc(N2CCN(Cc3ncc(-c4ccccc4)o3)CC2)c1	-7	14	-0.7	-0.1	4	6	-8	0	-14	-4	11
O=C(O)CN1C(=O)CC(c2ccccc2)CC1=O	-2	15	1.7	-0.1	21	-5	-4	-2	-1	-5	0
COc1ccc(C(=O)C2CCCN(C(=O)c3cc(C4CC4)[nH]n3)C2)c(C)c1 (stereo unspecified)	15	5	-0.1	0.3	-1	4	13	-3	2	-4	-1
CCOc1ccc(C(=O)NCCCN2CCCC2=O)cc1	-5	-21	-1.9	-0.2	-30	0	-7	0	-14	-5	·
Cc1ccc(NC(=O)c2ccc(OCc3c(C)noc3C)cc2)nc1	1	-38	-0.1	0.4	-57	0	-9	1	·	-7	-10
O=C(NCC(c1ccco1)N1CCN(c2ccccc2)CC1)c1ccco1 (stereo unspecified)	-5	6	-0.3	-0.1	-3	-4	-33	-2	-2	·	-1
CCS(=O)(=O)N1CCC(C(=O)NCCN2CCOCC2)CC1	-3	-3	-0.6	-0.1	17	1	-1	-2	-20	-3	-2

Record cards, from the list above. Order of screens: PDI turbidity, Peg3 prom inh, hiPSC survival, aDG glyco up, HIF-2a block, Exocytosis inh, NR2E3 ag-1, NR2E3 ag-2, TRPM1 prom inh, CaV13 FRET inh, Vif imaging
`COC(=O)[C@@]1(Cc2ccc(OC)cc2)[C@H]2c3cc(C(=O)N4CCCC4)n(Cc4ccc(C)c(F)c4F)c3C[C@H]2CN1C(=O)c1ccccc1` across the screens: ·, ·, 0.1, 0.0, -22, 17, -7, ·, ·, -9, ·
`Cc1ccc(NC(=O)c2ccc(OCc3c(C)noc3C)cc2)nc1` across the screens: 1, -38, -0.1, 0.4, -57, 0, -9, 1, ·, -7, -10

Later entries.
SMILES	PDI turbidity	Peg3 prom inh	hiPSC survival	aDG glyco up	HIF-2a block	Exocytosis inh	NR2E3 ag-1	NR2E3 ag-2	TRPM1 prom inh	CaV13 FRET inh	Vif imaging
O=C1CN(C(=O)c2ccccc2F)C(c2ccccc2)c2cc(F)ccc2N1 (stereo unspecified)	4	13	5.4	-0.1	12	-6	-13	-2	4	-5	-6
COc1ccccc1NC(=O)C1CC(=O)N(c2ccc(F)cc2)C1 (stereo unspecified)	-9	-8	-0.2	0.3	9	-1	9	0	7	-4	29
Cc1ccc(NCc2ccco2)cc1C	1	-36	-1.1	-0.3	-83	0	0	-3	-36	-6	0
CN(Cc1ccc(-n2cccn2)cc1)Cc1cn(C)nc1-c1ccccc1F	2	7	1.8	0.3	11	-5	-3	3	-7	-3	-9
COc1cc(NC(=O)CSc2nc(C)cc(C)n2)cc(OC)c1OC	1	10	-0.8	0.9	19	-3	-11	2	-5	-7	2
COC(=O)c1sc2nc3c(cc2c1N)COC(C)(C)C3	3	-322	-2.9	0.2	-378	3	-111	0	-63	·	-3
COc1ccc(NC(=O)c2ccsc2NC(C)=O)cc1	-3	-15	-0.8	-0.3	-41	2	-7	1	8	-4	3
COc1ccccc1NC(=O)CSc1nnc(CSc2nc(C)cc(C)n2)o1	-1	1	0.1	-0.4	4	4	-18	4	-7	4	2
O=S(=O)(c1ccc(NCCCO)nc1)N1CCOCC1	-14	-12	-0.4	-0.2	6	1	20	·	-4	-4	23
COC(=O)C(C(=O)OC)C1C=CCN(C(C)=O)C1 (stereo unspecified)	-3	-8	1.6	-0.3	11	2	7	·	-3	-3	2
O=S(=O)(NCCc1ccncc1)c1ccc(S(=O)(=O)N2CCCCCC2)cc1	-5	15	2.9	0.2	19	0	3	-1	5	-7	4
COc1ccc(Cc2nnc(SCC(=O)Nc3ccc(C)c(C)c3)o2)cc1OC	-7	9	-0.5	0.0	10	2	-11	2	15	-2	3
Cc1ccc(C2=C(O)C(=O)C(c3ccc(C)cc3)=C(O)C2=O)cc1	-9	-41	-0.2	-0.3	-4	3	-68	·	6	-6	-6
